Screens from PubChem.
aSyn yeast inh: alpha-synuclein toxicity inhibition in yeast. Yeast expressing alpha-synuclein, growth rescue, BacTiter-Glo, 24 h. Potency, µM (series often up to 46.1 µM), inactives show top-dose growth rescue (activation), actives largely listed as activators. 370,000 tested, 0.14% active. AID 652106; also: potency is read from the fitted curve at half-maximal effect; % of control where 0% means no effect; nearly all actives have a fitted effect of over 65% in size
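Screening used galactose-induced yeast with toxic alpha-synuclein levels, exposed to compound for 24 hr at 30 deg C. Cell growth, read with BacTiter-Glo luminescence, gave the measured signal.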
Abeta rescue: compounds reversing amyloid beta toxicity in yeast. Potency, µM (titrated, usually from 46.1 µM), for the others: at the top dose growth rescue, actives largely listed as activators. yeast expressing A-beta42, growth rescue, OD600, 48 h; response scale: 0% DMSO, 100% iron-clioquinol control. 410,000 tested, 0.063% active; also: potency is read from the fitted curve at half-maximal effect; nearly all actives have a fitted effect of over 55% in size
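Yeast growth medium received pinned compounds, then yeast cells expressing toxic A-beta were added; plates incubated at 30 C for 48 hr. Growth read as absorbance at 600 nm, normalized to DMSO and equimolar FeCl3 plus clioquinol controls.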
FUS suppressor: FUS proteinopathy suppression in yeast; S. cerevisiae FUS-expressing, growth rescue, OD600, 24 h; Potency, µM (top dose mostly 76.6 µM), for inactives: at the top dose growth rescue (activation), most hits filed as activators; 390,000 tested, 0.24% active; AID 1347120;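 also: potency is read from the fitted curve at half-maximal effect; plate controls were DMSO vehicle for no effect and reference control for full effect; nearly all actives have a fitted effect of over 55% in size; some results filed as inactive show a strong effect at the top dose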
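Steps: raffinose overnight preculture; dilution to OD 0.005 in 2% galactose minimal medium; compound addition (concentration series); 24hr at 30C, 99% humidity; absorbance read at 600 nm.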
TDP-43 yeast inh: TDP-43 toxicity inhibition in yeast | TDP-43 expressing yeast growth rescue, BacTiter-Glo, 24 h | Potency, µM (highest dose often 46.1 µM), inactives show at the top dose growth rescue (activation), usual class: activators | 410,000 tested, 1.8% active | AID 652104; also: potency is read from the fitted curve at half-maximal effect; % of control where 0% means no effect; nearly all actives have a fitted effect of over 50% in size
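Luminescence from BacTiter-Glo reports growth of TDP-43-expressing yeast after 24 hr at 30 deg C with compound. Cells were raffinose-pregrown to mid-log, then seeded in galactose medium at OD600=0.02.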
EPAC2 antag: antagonists of human EPAC2 | Q8WZA2 | EPAC2 GEF exchange of Rap1B-BODIPY-GDP, fluorescence | Potency, µM (titrated, usually from 114 µM), inactives show at the highest dose activity, negative = inhibition, hits mostly inhibitors | 360,000 tested, 0.18% active; also: potency is read from the fitted curve at half-maximal effect; % is scaled to controls: 0 for no effect and ±100 for the full control effect; nearly all actives have a fitted effect of over 45% in size; many of its hits are not listed in these tables
DRD3 agonist: activates the human D3 dopamine receptor | P35462 | D3R DiscoveRx beta-arrestin cells, luminescence, 90 min | max activation, % | 410,000 tested, 0.58% active | AID 652048; in the data active = max activation above about 30%; also: 0% is about no effect; mostly tested at two doses, the higher about 12 µM
Target sequence (P35462 whole entry, looked up): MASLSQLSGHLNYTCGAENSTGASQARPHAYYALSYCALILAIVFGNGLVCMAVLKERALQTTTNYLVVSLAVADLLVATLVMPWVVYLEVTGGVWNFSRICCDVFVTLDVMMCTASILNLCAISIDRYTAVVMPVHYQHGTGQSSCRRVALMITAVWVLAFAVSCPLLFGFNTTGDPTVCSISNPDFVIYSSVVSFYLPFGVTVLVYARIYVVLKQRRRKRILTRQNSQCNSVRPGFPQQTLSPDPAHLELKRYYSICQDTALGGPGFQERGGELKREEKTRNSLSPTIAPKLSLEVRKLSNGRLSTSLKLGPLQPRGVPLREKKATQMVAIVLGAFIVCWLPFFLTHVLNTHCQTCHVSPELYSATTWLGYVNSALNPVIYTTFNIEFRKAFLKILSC
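Cells at 1500/well, incubated overnight, then treated with pinned compounds (dopamine as control) for 90 min at 37 degrees C. DiscoveRx reagent added for 30 - 60 minutes at room temperature; luminescence read.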
DRD3 antagonist: D3 dopamine receptor (human) antagonism; P35462; D3R cells, DiscoveRx beta-arrestin luminescence, antagonist mode; hits give low values; max response, negative = inhibition, %; 360,000 tested, 2.5% active; AID 652054; in the data active = max response below about -50%; inconclusive = no clear call, values can overlap the other calls; also: % is scaled to controls: 0 for no effect and ±100 for the full control effect; mostly tested at two doses, the higher about 12 µM
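Cells plated overnight at 1500 cells/well, then exposed to library compounds with dopamine controls for 90 minutes at 37 degrees C. DiscoveRx reagent added for 30–60 minutes at room temperature; luminescence read, quantitative HTS format.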
EPAC2 ag: EPAC2 (human) agonism; AID 720711; Q8WZA2; Potency, µM (titrated, usually from 154 µM), for the others: at the top dose activation, most hits filed as activators; 360,000 tested, 0.079% active; EPAC2 activation, biochemical qHTS; response scale: 100% = 6.5 mM cAMP response; also: potency is read from the fitted curve at half-maximal effect; nearly all actives have a fitted effect of over 50% in size
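Setup: EPAC2 100 nM, labeled Rap1B complex 250 nM, free GDP 50 uM. Compound titrations pinned in, brief spin, 5 min room temperature incubation. Kinetic fluorescence read over 30 min, normalized to 6.5 mM cAMP.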
The depositor's hits bear a star; ? = inconclusive; nt = not tested or not shown; [ ] = another dose, or the depositor's remark. Unless noted, calls follow the shape of the dose curve; as a rule, active = well fitted curve in the direction sought with a large enough effect; inconclusive = small, poorly fitted or top-dose-only effect, or another doubt; inactive = no such curve, though single readings can be large; an effect the other way counts as inactive or inconclusive.

(1) CC1(C)CC(=O)C2=C(C1)OC(N)=C(C#N)C2C#Cc1ccccc1 (stereo unspecified)
(2) COc1ccc(NC(=O)Nc2cccs2)cn1
(3) COC(=O)C(Cc1c[nH]c2ccccc12)NC(=O)c1ccccc1Br (stereo unspecified)
(4) Cn1cnnc1SCC(=O)c1cc2ccccc2oc1=O
(5) COc1ccc(CNC(=O)COC(=O)/C=C/c2ccco2)cc1
(6) CC(C)(C)NC(=O)C(c1ccccn1)N(C(=O)c1csnn1)C1CCCCC1 (stereo unspecified)
(7) O=c1[nH][nH]c(-c2ccccc2)c1C=Nc1ccc(F)cc1F
(8) O=C(CCCc1nc(-c2ccc(Cl)cc2)no1)NC1CCCCC1
(9) COc1ccc(C2/C=C\CN(S(=O)(=O)c3ccc(C)cc3)[C@H](Cc3ccccc3)C(=O)N2Cc2ccc(F)cc2)cc1 (stereo partly specified)
(10) CCOC(=O)CCCNC(=O)COc1ccccc1C#N

Assay by compound,1,2,3,4,5,6,7,8,9,10
aSyn yeast inh,5.5%,11.0%,2.6%,0.2%,6.8%,-0.7%,-4.8%,1.0%,14.0%,-7.7%
Abeta rescue,-2.0%,9.3%,8.5%,-0.6%,-4.5%,-2.4%,-3.7%,-14.8%,4.2%,10.2%
FUS suppressor,?,32.0%,-18.9%,37.4%,10.6%,12.5%,-15.3%,-11.9%,14.5%,6.5%
TDP-43 yeast inh,6.7%,-9.1%,20.0%,-0.7%,?,0.0%,-4.0%,18.9%,0.0%,11.5%
EPAC2 antag,2.1%,0.2%,-11.5%,-0.5%,0.2%,-4.3%,-5.1%,-0.5%,16.5%,9.9%
DRD3 agonist,4.8,0.0,2.2,-1.9,-3.3,8.0,-2.9,7.7,-3.5,11.4
DRD3 antagonist,-28.0,0.0,-3.2,30.8,2.5,2.4,-20.3,10.7,35.1,-4.0
EPAC2 ag,-7.3%,0.5%,10.5%,4.4%,-9.1%,14.0%,0.8%,8.6%,-1.3%,8.1%

(11) CCCC12CN3CC(C)(CN(C1)C3c1ccc([N+](=O)[O-])o1)C2=O (stereo unspecified)
(12) O=C(CSc1nnc2ccc3ccccc3n12)c1ccc(F)cc1
(13) CC(=O)Nc1cccc(C(=O)N(Cc2ccccc2)Cc2ccccc2)c1
(14) CCOC(=O)c1c(NC(=O)COC(=O)c2cc(OC)c(OC)cc2[N+](=O)[O-])sc(C)c1C
(15) CCN(C(=O)CSc1nc2cc(C(=O)OC)ccc2c(=O)n1Cc1ccco1)c1cccc(C)c1
(16) CCN1CCN(C(c2ccccc2)c2nnnn2Cc2ccccc2)CC1 (stereo unspecified)
(17) O=C(CSc1ccc2c(c1)OCCO2)Nc1ccc(Br)cc1
(18) Cn1c(=O)[nH]c2c(c(C(=O)O)nn2C)c1=O
(19) Cc1cc(NC(=O)COC(=O)CSCc2ccc(Cl)c(Cl)c2)no1
(20) Cc1cc(C)nc(NNC2=CC(=[N+]3CCCC3)CCC2)n1

Assay by compound,11,12,13,14,15,16,17,18,19,20
aSyn yeast inh,-2.1%,nt,22.4%,2.5%,nt,-11.6%,-3.0%,-0.5%,-12.3%,-14.0%
Abeta rescue,2.9%,-1.5%,4.3%,3.8%,-8.6%,-12.7%,-28.4%,-5.4%,-10.1%,-1.4%
FUS suppressor,28.5%,-6.1%,13.6%,10.0%,?,27.3%,nt,-18.9%,nt,17.8%
TDP-43 yeast inh,-17.7%,?,16.4%,13.8%,6.0%,-16.6%,?,-4.6%,25.0%,-14.0%
EPAC2 antag,9.0%,nt,-18.9%,-13.4%,-19.1%,5.7%,-5.3%,-3.4%,-14.8%,-2.7%
DRD3 agonist,-0.9,2.9,0.4,1.6,-8.1,-3.8,7.1,5.4,4.5,2.4
DRD3 antagonist,-15.4,nt,-0.7,1.2,-27.2,-22.9,-62.9*,2.7,-7.0,1.8
EPAC2 ag,13.6%,nt,4.8%,-3.5%,10.8%,0.8%,13.2%,2.1%,6.7%,13.6%

(21) FC(F)(F)c1cc(-c2cccs2)nc2nc(N3CCOCC3)sc12
(22) Cc1ccc(NC(=O)c2ccc(Cl)c(S(=O)(=O)N3CCCCCC3)c2)nc1
(23) CCCn1cc(NC(=O)c2cc(-c3ccccc3)on2)cn1
(24) CC(=O)Nc1ccc(N2C(C(C)=O)=NN(c3ccc(Cl)cc3)C2c2sccc2C)cc1 (stereo unspecified)
(25) CC(C)C[C@H](NC(=O)Nc1cccc(Br)c1)C(=O)O
(26) Cc1ccc(SCc2cc(=O)n3[nH]c(C)nc3n2)cc1
(27) O=C(CNC(=S)N(CCCN1CCOCC1)Cc1cccs1)NC1CCCC1
(28) CC(C)(C)C(=O)NC(=S)Nc1ccccc1C(=O)Nc1ccccc1
(29) COc1cccc(C(c2sc3nc(C)nn3c2O)N2CCN(c3ccccc3F)CC2)c1 (stereo unspecified)
(30) O=C(NCCCN1CCOCC1)c1ccc([N+](=O)[O-])cc1[N+](=O)[O-]

Assay by compound,21,22,23,24,25,26,27,28,29,30
aSyn yeast inh,11.7%,-1.5%,-13.1%,-0.6%,0.2%,5.6%,3.6%,1.5%,4.2%,-4.6%
Abeta rescue,-11.0%,1.7%,3.5%,11.6%,15.3%,7.7%,1.2%,25.3%,3.1%,-7.6%
FUS suppressor,6.5%,10.6%,10.2%,?,1.7%,7.2%,-13.7%,-23.2%,?,2.9%
TDP-43 yeast inh,9.5%,27.3%,-41.2%[inhibitor],?,-10.1%,-5.3%,-5.1%,-4.8%,0.2%,-17.2%
EPAC2 antag,-13.5%,-19.9%,8.2%,6.3%,-4.0%,-4.3%,2.5%,0.0%,-25.0%,8.0%
DRD3 agonist,-0.8,4.1,1.9,20.5,0.4,-2.0,-12.5,1.0,0.4,12.9
DRD3 antagonist,0.6,10.2,19.8,-16.4,5.8,-9.0,-11.5,-14.0,1.0,7.4
EPAC2 ag,-4.6%,-14.5%,-1.4%,10.5%,2.9%,-5.5%,-6.7%,-1.0%,-2.5%,6.5%

(31) CCOC(=O)C(C(=O)Nc1nccs1)C1CCCCC1 (stereo unspecified)
(32) O=C(Nc1c(C(=O)N2CCOCC2)cnn1-c1ccccc1)c1ccco1
(33) Fc1ccc(C(c2nnnn2Cc2ccco2)N2CCN(C3CCCCC3)CC2)cc1 (stereo unspecified)
(34) Cc1occc1C(=O)N/N=C/c1cccc2ccccc12
(35) CS(=O)(=O)c1ccc(-c2nnn(CC(=O)Nc3ccc4c(c3)OCCO4)n2)cc1
(36) O=C(NCCn1cc(SCC(=O)N2CCOCC2)c2ccccc21)c1c(F)cccc1F
(37) O=S(=O)(NCC1CCCO1)c1ccc(S(=O)(=O)N(Cc2ccc(F)cc2)Cc2ccccn2)cc1 (stereo unspecified)
(38) Cc1cccc(OCc2nnc(SCCC(=O)O)n2-c2ccccc2)c1
(39) CCc1ccccc1NC(=O)c1ccc2nc(C(C)C)oc2c1
(40) Cc1nc2ccccn2c1C(=O)N/N=C/c1ccc([N+](=O)[O-])cc1

Assay by compound,31,32,33,34,35,36,37,38,39,40
aSyn yeast inh,5.3%,1.0%,3.7%,-16.1%,-3.4%,-0.8%,-9.0%,-0.6%,nt,-12.6%
Abeta rescue,7.3%,-7.9%,18.2%,-5.2%,-12.5%,-3.9%,-5.5%,-0.7%,1.3%,3.8%
FUS suppressor,17.2%,29.1%,2.9%,1.0%,20.9%,9.6%,nt,-1.0%,9.9%,-4.7%
TDP-43 yeast inh,1.6%,0.0%,-9.2%,19.2%,-14.4%,13.9%,9.7%,2.6%,-1.9%,-6.5%
EPAC2 antag,-2.0%,12.6%,19.6%,-0.1%,0.9%,-9.3%,3.1%,5.2%,nt,5.8%
DRD3 agonist,3.0,-4.4,-0.7,-2.4,-14.0,1.3,-9.6,4.7,-10.4,-6.9
DRD3 antagonist,5.1,-24.5,?,0.0,-18.8,16.6,5.3,-1.9,nt,11.3
EPAC2 ag,3.6%,3.7%,6.0%,5.0%,12.8%,10.7%,-9.7%,8.7%,nt,5.0%

Among those listed so far, these have a cyano group:
(1) CC1(C)CC(=O)C2=C(C1)OC(N)=C(C#N)C2C#Cc1ccccc1 (stereo unspecified)
(10) CCOC(=O)CCCNC(=O)COc1ccccc1C#N

Assay by compound,1,10
aSyn yeast inh,5.5%,-7.7%
Abeta rescue,-2.0%,10.2%
FUS suppressor,?,6.5%
TDP-43 yeast inh,6.7%,11.5%
EPAC2 antag,2.1%,9.9%
DRD3 agonist,4.8,11.4
DRD3 antagonist,-28.0,-4.0
EPAC2 ag,-7.3%,8.1%

Further records follow:
(41) COc1ccc(NC(=O)c2sccc2-n2cccc2)cc1
(42) COc1ccc(N2C(=O)N3[C@H](c4ccc(Cl)cc4)[C@@H]4C(=O)N(C5CCCCC5)C(=O)[C@@H]4[C@]3(C)C2=O)cc1
(43) O=C(NC(=S)NCCN1CCOCC1)c1ccc(Cl)cc1Cl
(44) COc1ccc(CCC(C)NC2CCCCCCC2)cc1 (stereo unspecified)
(45) COc1ccccc1C(=O)NN(C)C1=NS(=O)(=O)c2ccccc21

Assay by compound,41,42,43,44,45
aSyn yeast inh,-3.0%,-1.3%,-1.2%,-7.1%,-5.4%
Abeta rescue,21.8%,7.5%,-3.8%,20.5%,16.0%
FUS suppressor,-11.4%,28.2µM*,-14.1%,-12.9%,8.3%
TDP-43 yeast inh,12.6µM*,10.5%,5.4%,9.9%,7.7%
EPAC2 antag,-12.7%,-5.6%,-4.3%,-1.7%,4.9%
DRD3 agonist,4.6,-11.3,0.8,-11.0,1.1
DRD3 antagonist,-14.3,-19.6,-14.6,-67.2*,-9.1
EPAC2 ag,14.7%,9.2%,12.2%,-0.8%,-3.3%

Only part of the results is shown (hit frequency here may not be typical).
